# 697 NFkB inh = inhibitors of PMA/ionomycin-induced NF-kB reporter, 697 cells, primary screen, B-cell NF-kB inhibitor project, cell-based, luminescence, uHTS | 697 B-cell NF-kB luciferase reporter, 16 h | inhibition, % at 4 µM | 0.33% of 330,000 active | AID 435022, 2010; in the data active means inhibition above about 35%
# tim23-1 inh = growth inhibitors of tim23-1 mutant yeast, primary screen, luminescence, uHTS; 1.3% of 330,000 active; S. cerevisiae tim23-1 growth, BacTiter-Glo luminescence, 24 h; inhibition, % at 20 µM; AID 463212, 2010;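 active means growth inhibition of the mutant yeast at or above 50%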;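 further: temperature-sensitive mutant grown at 25 °C; plate controls were DMSO-treated mutant yeast for no effect and medium wells lacking yeast for full effect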
# Mdm2 MdmX PPI = inhibitors of human Mdm2-MdmX association, primary screen, cell-based, luminescence, split luciferase, SaOS-2, uHTS; 3% of 330,000 active; Protein Mdm4 (Homo sapiens) + E3 ubiquitin-protein ligase Mdm2 (Homo sapiens), …; inhibition, % at 8 µM; SaOS-2 split-luciferase Mdm2/MdmX complementation;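 active means inhibition of at least 50% at 8 µM in the primary screen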
# Target sequence (O15151 whole entry, looked up): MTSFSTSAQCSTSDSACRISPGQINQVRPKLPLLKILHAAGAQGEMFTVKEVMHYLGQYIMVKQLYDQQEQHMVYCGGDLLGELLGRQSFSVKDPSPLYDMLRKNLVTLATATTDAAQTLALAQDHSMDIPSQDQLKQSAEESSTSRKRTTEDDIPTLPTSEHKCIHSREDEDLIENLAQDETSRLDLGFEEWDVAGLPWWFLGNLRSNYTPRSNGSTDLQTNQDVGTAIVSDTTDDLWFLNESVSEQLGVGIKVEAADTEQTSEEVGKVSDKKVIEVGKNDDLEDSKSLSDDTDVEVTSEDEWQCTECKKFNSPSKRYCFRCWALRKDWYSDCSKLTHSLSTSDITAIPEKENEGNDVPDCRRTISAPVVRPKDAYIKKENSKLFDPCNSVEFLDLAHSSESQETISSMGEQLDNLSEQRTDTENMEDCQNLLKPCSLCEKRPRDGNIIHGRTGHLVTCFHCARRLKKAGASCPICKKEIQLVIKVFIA
# Target sequence (Q00987 whole entry, looked up): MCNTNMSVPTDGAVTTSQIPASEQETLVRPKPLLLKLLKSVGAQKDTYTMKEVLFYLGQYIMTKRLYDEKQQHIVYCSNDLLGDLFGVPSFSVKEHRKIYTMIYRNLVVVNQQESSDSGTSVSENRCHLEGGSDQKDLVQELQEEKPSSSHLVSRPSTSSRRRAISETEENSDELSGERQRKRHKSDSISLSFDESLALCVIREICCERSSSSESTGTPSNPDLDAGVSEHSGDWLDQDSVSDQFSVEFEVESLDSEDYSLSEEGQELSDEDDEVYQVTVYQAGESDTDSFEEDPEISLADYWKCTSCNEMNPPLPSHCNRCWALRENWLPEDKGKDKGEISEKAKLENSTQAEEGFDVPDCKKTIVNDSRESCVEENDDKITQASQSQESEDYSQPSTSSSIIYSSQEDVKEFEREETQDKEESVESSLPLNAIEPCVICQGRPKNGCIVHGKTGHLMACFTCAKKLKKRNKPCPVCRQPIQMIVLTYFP
# Jurkat NFkB inh = inhibitors of induced NF-kB luciferase reporter, primary screen, TCR NF-kB activation inhibitor project, cell-based, luminescence, uHTS | Jurkat, PMA/ionomycin-induced NF-kB luciferase reporter | inhibition, % at 4 µM | 0.53% of 330,000 active | AID 435003, 2010; in the data active means inhibition above about 50%
# tim10-1 inh = growth inhibitors of tim10-1 mutant yeast, primary screen, luminescence, uHTS; S. cerevisiae tim10-1 ts strain growth, BacTiter-Glo, 24 h; inhibition, % at 20 µM; 2.2% of 330,000 active; AID 463190, 2010;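 active means inhibition of at least 40%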;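 further: mutant grown at 25 °C; 0% = DMSO wells with yeast and 100% = wells holding no yeast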
# UPR XBP1 act = activators of adaptive XBP1 UPR arm, primary screen, cell-based, CHO-XBP1 luciferase reporter, luminescence, uHTS; IRE1-XBP1 UPR activation; percent of tunicamycin response, DMSO as zero; activation, % at 20 µM; 0.33% of 330,000 active; AID 463104, 2010;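 active means versus positive control, 20 µM dose yields 30% or more activation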;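 further: 100% = tunicamycin at 10 µg/mL and 0% = DMSO only wells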
#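 Material: IRE1-XBP1 luciferase reporter CHO line / Quantity: one thousand reporter cells per well / Buffer or medium: F12 with 10% serum / Compound: 20 µM single concentration, DMSO 1% / Times: 6 h treatment, 37 °C / Detection: Steady-Glo luciferase glow luminescence, 10 min after reagent addition / Benchmarks: tunicamycin high, DMSO low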
# UPR CHOP act = activators of apoptotic CHOP UPR arm, primary screen, cell-based, CHO-CHOP luciferase reporter, luminescence, uHTS. UPR activation; percent of tunicamycin response over DMSO baseline. activation, % at 10 µM. 0.34% of 330,000 active;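 active means at 10 µM dose, activation of 40% or more, normalized to positive control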;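 further: 100% = tunicamycin at 10 µg/mL and 0% = DMSO alone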
#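 Assay system: CHO-CHOP cells, stable luciferase reporter of PERK-eIF2a-CHOP signalling / Buffer or medium: F12 plus 10% serum / Compound dosing: one dose, 10 µM in 0.5% DMSO / Times: 6 h compound treatment, 37 °C / Technique: luciferase luminescence / Read-out: % reporter activation, DMSO baseline versus tunicamycin full activation / Benchmarks: tunicamycin and DMSO controls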
# TIM10 inh = growth inhibitors of isogenic TIM10 control yeast, primary screen, counter-screen for tim10-1 yeast inhibitor project, luminescence, uHTS; S. cerevisiae TIM10 strain growth, BacTiter-Glo luminescence, 24 h; 1.4% of 330,000 active; AID 463195, 2010; inhibition, % at 10 µM;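 active means inhibition of 40% or more at the single tested concentration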;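 further: wild-type TIM10 isogenic control strain grown at permissive 25 °C; 0% = DMSO yeast wells and 100% = minimal medium wells without yeast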
# * marks the source's active call; other numbers are inactive results; nt = not tested or not shown. Random draw from the library; about 6.6% have a hit in one of these screens.
Compound	tim10-1 inh	UPR CHOP act	Mdm2 MdmX PPI	TIM10 inh	697 NFkB inh	tim23-1 inh	Jurkat NFkB inh	UPR XBP1 act
CC[C@@]12C(=O)N(c3cccc(C)c3)C(=O)N1[C@H](c1ccc(OC)cc1)[C@@H]1C(=O)N(C(C)(C)C)C(=O)[C@@H]12	7	2.2	-31	11	1	15	-20	-2
CCC(C(=O)NC1CCCCC1)n1c(SCc2ccc(F)cc2)nc2ccncc21 (stereo not drawn)	-12	5.6	32	-6	-4	-10	-2	-2
O=C(Nc1ccccc1N1CCOCC1)c1cc(Br)c(Br)s1	-1	-2.1	16	-7	0	-7	5	1
CC(C)CC1C(C#N)=C(N)Oc2n[nH]c(-c3cccs3)c21 (stereo not drawn)	27	-1.9	5	9	22	24	-6	-3
O=C(COC(=O)c1cn(-c2ccccc2)nc1-c1cccnc1)NC1CC1	8	-1.6	12	-9	6	2	-11	0
CC1CCCCC1NC(=O)/C(C#N)=C/c1ccc(OCC(N)=O)cc1 (stereo not drawn)	48*	2.8	8	45*	-1	55*	6	-1
Cc1nnsc1S(=O)(=O)c1ccccc1	6	0.9	3	-5	-27	-10	4	-4
CN=C(Nc1ccc(C(=O)OC)cc1)SC1CC(=O)N(c2ccccc2F)C1=O (stereo not drawn)	26	0.3	-7	12	10	29	-9	-3
Cc1cc(=O)oc(C)c1C(=O)N[C@@H](Cc1ccccc1)C(=O)O	3	1.2	5	1	12	2	-3	-4
Cn1c(CO)c(-c2ccccc2)c2cc([N+](=O)[O-])ccc21	36	3.1	24	24	-5	16	13	-2
CCOC(=O)c1cc2c(nc1NC(=S)Nc1ccccc1)CC(C)(C)OC2	11	0.3	4	-3	-14	23	-7	-4
Cc1ccc(CNC(=O)Cc2ccc(-n3c(=O)[nH]c4ccsc4c3=O)cc2)cc1	23	5.2	38	-6	-52	-1	17	1
Cc1noc(C)c1NC(=O)N(C)C[C@@H]1Oc2ccc(NC(=O)CCC(F)(F)F)cc2CC(=O)N([C@@H](C)CO)C[C@@H]1C	-1	1.2	2	0	3	-5	6	-4
Cc1ccc(NC(=O)CCN2CCN(C)CC2)cc1	-22	-1.0	26	-10	-22	6	-3	-1
O=C(c1ccc([N+](=O)[O-])o1)N1CCN(Cc2ccccc2)CC1	33	6.4	3	43*	4	40	-16	3
O=C(Cn1cnc2ccccc2c1=O)N(Cc1ccco1)c1ccc(O)cc1	-2	1.4	20	-5	20	-6	-4	2
CN(c1ncnc(N)c1[N+](=O)[O-])C1CCCCC1	18	-1.3	80*	7	-18	19	22	0
O=C(O)C(Cc1ccccc1)N1C(=O)c2cccc3cccc(c23)C1=O (stereo not drawn)	2	1.1	-26	13	10	9	-7	1
COC(=O)c1sc(SC)c(S(=O)(=O)C(C)C)c1N	0	-0.1	0	14	1	20	4	-1
NS(=O)(=O)c1ccc(NC(=S)Nc2ccn(Cc3cccc4ccccc34)n2)cc1	7	1.1	22	1	-24	-26	12	-3

# (more compounds)
Compound	tim10-1 inh	UPR CHOP act	Mdm2 MdmX PPI	TIM10 inh	697 NFkB inh	tim23-1 inh	Jurkat NFkB inh	UPR XBP1 act
CCOC(=O)c1ccc(NC(=O)CSc2nc(N)c(NC(=O)c3ccc(Br)o3)c(=O)[nH]2)cc1	-11	-1.7	20	-14	6	-18	-7	-4
COc1ccccc1CNC(=O)C1CC(=O)N(c2ccc(C)c(C)c2)C1 (stereo not drawn)	-4	-2.3	3	-12	6	13	-5	-3
COc1ccc(OC)c(/C=N/NC(=O)C(=O)N2CCCCCC2)c1	3	1.5	7	0	1	12	11	-1
O=C(OC(C(=O)NC1CCCCC1)c1ccc(C(F)(F)F)cc1)c1ccco1 (stereo not drawn)	10	0.9	12	6	-1	11	6	1
Cc1ccc(C(=O)CSc2nnc3n2CCCCC3)s1	-3	6.0	0	2	-21	10	-36	4
O=C(Nc1cccc(NC(=O)C2CCCO2)c1)c1ccco1 (stereo not drawn)	12	-1.6	-14	-2	-22	2	-19	0
COc1ccc(CNC(=O)/C=C/c2cc([N+](=O)[O-])ccc2OC(F)F)cc1	8	-0.5	-3	-22	11	-15	5	-1
Cc1ccc(C(=O)Nc2nc(C(C)(C)C)cs2)s1	9	3.1	-105	-4	-135	52*	-103	12
Cc1nc2c(-c3ccccc3)cnn2c(N2CCOCC2)c1C	35	4.8	-69	7	-175	37	-114	5
COc1ccc(CN2CCN(S(=O)(=O)c3ccc(F)cc3)CC2)c(OC)c1OC	32	-1.2	23	-7	-11	9	-9	-3
Cc1ccccc1CSCC(=O)c1c(N)n(CC(C)C)c(=O)n(C)c1=O	12	1.0	4	10	-34	21	17	-4
COc1ccc(NC(=O)CN2CCN(c3ccc(F)cc3)CC2)cc1Cl	19	1.5	29	-7	5	20	9	-3
CC(Oc1ccccc1)C(=O)Nc1nnc(S(=O)(=O)N2CCCCCC2)s1 (stereo not drawn)	34	-0.6	-8	10	-19	32	-3	0
COc1ccc(OC)c(S(=O)(=O)N2CCC(C(=O)NC3CC3)CC2)c1	9	0.4	-20	-13	-6	5	-6	0
CCOC(=O)N1CCN(C(=O)c2ccc(-n3c(C)ccc3C)cc2)CC1	15	-1.0	12	-9	-23	8	4	-1
C[C@]12C[C@H](O)[C@H]3[C@@H](CCC4=CC(=O)CC[C@@]43C)[C@@H]1CC[C@@H]2C(=O)CO	19	2.0	-14	7	12	21	9	-7
CCOC(=O)c1nn(-c2ccc(C)cc2)c(C)c1C(C)=O	22	0.3	6	15	-14	31	-4	1
CCc1ccc(N2C(=O)CC(N3CCC(C(=O)OC)CC3)C2=O)cc1 (stereo not drawn)	43*	0.9	-2	11	-2	22	-7	-2
CCN(CC)C(=O)c1nc[nH]c1C(=O)N1CCN(c2ccccc2)CC1	11	0.4	24	3	3	8	13	-1
COc1ccc(OC)c(Nc2nc(NCCO)c3ccccc3n2)c1	15	-0.1	15	31	-2	25	0	-4

# Part of the list above in order of formula weight, smallest number first:
Compound	tim10-1 inh	UPR CHOP act	Mdm2 MdmX PPI	TIM10 inh	697 NFkB inh	tim23-1 inh	Jurkat NFkB inh	UPR XBP1 act
O=C(Nc1cccc(NC(=O)C2CCCO2)c1)c1ccco1 (stereo not drawn)	12	-1.6	-14	-2	-22	2	-19	0
Cc1ccccc1CSCC(=O)c1c(N)n(CC(C)C)c(=O)n(C)c1=O	12	1.0	4	10	-34	21	17	-4
COc1ccc(CNC(=O)/C=C/c2cc([N+](=O)[O-])ccc2OC(F)F)cc1	8	-0.5	-3	-22	11	-15	5	-1
COc1ccc(CN2CCN(S(=O)(=O)c3ccc(F)cc3)CC2)c(OC)c1OC	32	-1.2	23	-7	-11	9	-9	-3

# Going on with the list.
Compound	tim10-1 inh	UPR CHOP act	Mdm2 MdmX PPI	TIM10 inh	697 NFkB inh	tim23-1 inh	Jurkat NFkB inh	UPR XBP1 act
O=C(CN1CC(c2ccccc2)CC1=O)OCc1cccc(Br)c1 (stereo not drawn)	38	-2.0	-21	14	-4	26	-8	2
CCN(c1ccccc1)S(=O)(=O)c1ccc(N)cc1	-6	-1.3	18	9	14	4	6	-2
O=C(c1ccc(F)cc1)N1CCC(C(=O)N2CCN(Cc3ccc4c(c3)OCO4)CC2)CC1	-7	-0.3	10	-19	2	-52	-15	-3
CC(=O)C1C(c2ccccc2)c2c(n[nH]c2C)CC1(C)O (stereo not drawn)	2	0.9	4	-6	3	2	6	-2
CC1CN(C(=O)c2ccccc2)c2ccccc2NC1=O (stereo not drawn)	20	1.0	2	-7	1	19	4	-2
COc1ccc(OC)c(S(=O)(=O)NCC(c2ccco2)N2CCc3ccccc32)c1 (stereo not drawn)	13	-0.4	0	7	-4	19	2	0
CCO[C@@H]1OC(C(=O)NCc2ccccc2)=C[C@H](c2coc3ccccc3c2=O)[C@H]1CCCO	1	3.4	22	5	13	-2	10	3
N=c1c2c(n(Cc3ccc(F)cc3)c3c1CCC3)CCC2	-24	-2.1	42	-10	11	-40	36	149*
Cc1cc(Br)cc(Cl)c1OC(=O)c1ccncc1	-12	1.0	8	0	1	10	-1	-1
Cc1c(CC(=O)O)c(=O)oc2c(C)c(OCc3ccccc3Br)ccc12	3	1.4	13	9	9	1	8	4
CCCc1cc(=O)[nH]c(SCC(=O)Nc2cc(C)on2)n1	-5	0.5	18	-13	14	4	1	-3
Cc1cc(=O)n(C)c(=O)n1CCCCCOc1cccc([N+](=O)[O-])c1	20	1.0	10	2	-2	22	2	-2
COc1ccc(-n2cc(-c3ccccc3)c3c(=S)nc[nH]c32)cc1	40*	3.6	32	34	-18	34	3	-1
COc1ccc(OC)c(-c2nnc(-c3ccc(C)o3)o2)c1	20	-0.3	8	13	-4	9	0	0
Cc1ccc(-n2nc3c(c2NC(=O)c2ccc4c(c2)OCO4)CS(=O)C3)c(C)c1 (stereo not drawn)	-9	2.5	21	-6	10	-2	10	0
C/C(CC(C)C)=N/Nc1ccc([N+](=O)[O-])cc1[N+](=O)[O-]	15	-0.7	-3	23	21	18	2	4
CCOC(=O)c1nnsc1N	-10	0.1	16	5	-4	-17	-5	-4
Clc1ccc2c(NCc3ccccn3)ccnc2c1	12	-1.0	14	7	-10	4	1	-2
COc1ccccc1OCC#CCNC1CCCCC1C (stereo not drawn)	-13	0.6	3	-1	-11	19	-19	0
Cc1csc2nc3cc(C(N)=O)ccc3c(=O)n12	10	0.0	5	16	4	9	6	-1

# (further entries)
Compound	tim10-1 inh	UPR CHOP act	Mdm2 MdmX PPI	TIM10 inh	697 NFkB inh	tim23-1 inh	Jurkat NFkB inh	UPR XBP1 act
Cc1cc(C)c(C#N)c(SCc2ccccc2F)n1	24	1.3	-1	21	13	16	6	1
CCN1C(=O)[C@H]2[C@H]3CN=C(SCc4ccc(C#N)cc4)N3[C@@](C)(C(=O)OC)[C@H]2C1=O	18	0.9	-14	14	3	34	nt	3
Cc1ccc2sc(NC(=O)CN3C(=O)c4ccccc4C3=O)nc2c1C	-5	1.0	1	-27	5	-13	4	-3
COc1ccccc1NC(=O)N1CCOCC1	-12	-2.8	12	9	3	9	11	1
O=C(c1cc(COc2ccc(F)cc2F)on1)N1C[C@H]2CC[C@H]1C2	9	4.0	1	-3	-37	32	-29	0
CCC1(CC)NC(=O)N(CC(=O)N2CCc3ccccc32)C1=O	-3	2.3	21	-6	7	3	-7	0
CN(NS(C)(=O)=O)c1c(C#N)c(C(F)(F)F)nn1C	-9	0.3	-9	3	14	-1	-13	0
O=C(Nc1ccc2nn(-c3ccccc3)nc2c1)c1ccc2c(c1)OCCO2	13	3.5	17	6	-63	16	-11	-2
CCCOc1ccccc1/C=N/Nc1ccnc(=O)[nH]1	-3	-0.7	5	19	-2	13	-8	-1
CC(=O)c1ccc(N2CCN(S(=O)(=O)c3ccc(-c4cc(C)no4)s3)CC2)cc1	13	2.9	21	11	-27	17	16	16
COc1ccc(OCC(O)Cn2c(N)nc3c2c(=O)[nH]c(=O)n3C)cc1 (stereo not drawn)	4	1.0	-1	1	17	-1	7	1
Oc1ccccc1-c1nc(NCC2CCCO2)c2ccccc2n1 (stereo not drawn)	56*	-1.6	-11	61*	-9	31	5	0
CC(C)C(NC(=O)c1ccccc1)C(=O)NCc1ccccn1 (stereo not drawn)	4	-0.7	-1	3	-4	8	0	0
